From PubChem
LGR2 antag: inhibitors of bursicon-induced Drosophila LGR2 receptor cAMP signaling; actives 0.35% (n = 380,000); inhibition, % at 9.99 µM; HEK293 LGR2, CRE-luciferase, bursicon-stimulated, 4 h;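 active = drop in luminescence signal, shown as inhibition above about 50% in the replicate tests, limit read from the data, passing the limit was not always enough; inconclusive = probably only some replicates passing the limit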;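 note: agonist challenge used bursicon conditioned medium at about half maximal strength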
PAX8 reporter: PAX8 transcriptional activity inhibition; RMG-I TPO-luciferase reporter, SteadyGlo, 24 h; inhibition, % at 12.6 µM; actives 1.2% (n = 360,000); AID 652154;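 active = mean replicate inhibition at least 60% with every replicate also reaching 60%; inconclusive = only one of the two criteria is met; inactive = mean below 60% and not all replicates reaching 60%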;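 note: luciferase light reporting Pax8 driven TPO promoter activity; plate controls were median of neutral control wells for no effect and mitoxantrone controls for full effect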
EWS-Fli block: EWS/Fli transcriptional activity inhibition; A673 NR0B1-luciferase reporter, viability-normalised; inhibition, % at 12.6 µM; actives 0.67% (n = 350,000);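 active = mean inhibition of at least 50% after viability correction, with every replicate also passing that limit; inconclusive = mean reaches 50% but only one of two replicates passes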;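 note: firefly luciferase signal divided by Alamar Blue viability fluorescence both relative to DMSO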
CASP6 VEID inh: blocks human caspase-6 cleavage activity; P55212; purified caspase-6, Z-VEID-R110 cleavage fluorescence; actives 0.53% (n = 350,000); inhibition, % at 12.5 µM; AID 686996;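 active = mean inhibition across replicates at least about 35%, with every replicate also reaching that limit, limit read from the data; inconclusive = only one of the two criteria met; inactive = neither criterion met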;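 note: 0% = median of neutral control wells and 100% = no fluorescence left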
Target sequence (P55212 24-179 limits assumed): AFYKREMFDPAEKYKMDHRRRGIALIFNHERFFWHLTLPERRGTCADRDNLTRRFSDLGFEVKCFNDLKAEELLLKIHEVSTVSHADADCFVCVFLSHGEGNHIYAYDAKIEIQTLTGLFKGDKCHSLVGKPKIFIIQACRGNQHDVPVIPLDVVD
Target sequence (P55212 194-293 limits assumed): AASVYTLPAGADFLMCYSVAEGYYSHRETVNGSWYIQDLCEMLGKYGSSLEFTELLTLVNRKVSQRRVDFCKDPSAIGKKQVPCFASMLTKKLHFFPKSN
ARNT-TACC3 inh: disrupts binding between human ARNT and TACC3 | Q9Y6A5 | AlphaScreen His-ARNT PAS-B/GST-TACC3 binding, luminescence; TACC3 fragment carries E629A point mutation | inhibition, % at 9.99 µM | actives 0.66% (n = 390,000) | AID 623870;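 active = mean inhibition of replicates at least 50% and at least half of replicates each reaching 50%; inconclusive = half or more replicates reach 50% but mean below 50%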;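 note: 0% = complete ARNT plus TACC3 wells and 100% = ARNT alone without TACC3; many hits fall short of the cut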
DENV2 CPE rescue: protects cells from dengue virus 2 cytopathic effect; CPE inhibition, % at 9.99 µM; actives 1.7% (n = 350,000); DENV2-infected cells, cytopathic effect rescue, plate reader; in the data active = CPE inhibition above about 20%, passing the limit was not always enough; inconclusive = no clear call, values can overlap the other calls; tested in BHK-21 cells;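 note: 0% = median of neutral control wells and 100% = median of positive control wells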
SIRT5 block: blocks human SIRT5 desuccinylation of peptide; Q9NXA8; Purified SirT5, succinyl-peptide AMC, trypsin-coupled fluorescence; inhibition, % at 15 µM; actives 1.1% (n = 330,000); AID 652115; in the data active = inhibition above about 15%; inconclusive = no clear call, values can overlap the other calls
Target sequence (Q9NXA8 whole entry, looked up): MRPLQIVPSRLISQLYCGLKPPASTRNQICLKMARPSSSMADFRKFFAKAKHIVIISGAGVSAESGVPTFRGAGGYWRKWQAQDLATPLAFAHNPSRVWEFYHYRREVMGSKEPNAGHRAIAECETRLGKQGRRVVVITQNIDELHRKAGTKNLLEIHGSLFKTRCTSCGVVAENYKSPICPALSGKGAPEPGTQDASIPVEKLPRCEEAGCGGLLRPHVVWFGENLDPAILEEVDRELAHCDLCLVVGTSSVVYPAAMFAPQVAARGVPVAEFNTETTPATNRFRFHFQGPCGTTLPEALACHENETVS
An asterisk follows results filed as active; ? = inconclusive; / = no result given.

SMILES	LGR2 antag	PAX8 reporter	EWS-Fli block	CASP6 VEID inh	ARNT-TACC3 inh	DENV2 CPE rescue	SIRT5 block
COc1ccc(S(=O)(=O)N(C)C[C@H]2OCc3ccccc3-c3c(n(C)c4ccccc34)C(=O)N([C@@H](C)CO)C[C@@H]2C)cc1	-8.5	/	17.0	1.6	19.8	-10.4	8.1
COc1cc(/C=C/C(=O)O)ccc1O	/	/	-5.8	-0.4	-19.0	3.5	/
COc1ccc2c3c([nH]c2c1)[C@@H](CO)N(Cc1ccccc1)CC31CN(C(C)=O)C1	-4.8	/	11.5	/	/	3.5	/
C[C@@H]1CN([C@@H](C)CO)C(=O)c2cc(NC(=O)Nc3ccc(F)cc3)ccc2O[C@H]1CN(C)S(C)(=O)=O	-5.3	-4.5	-5.0	2.0	-4.3	-6.2	-0.6
O=C(COc1ccc(S(=O)(=O)N2CCCCC2)cc1)NCC1CCCO1 (stereo not given)	14.8	4.7	0.5	-0.1	-5.5	-1.1	-0.6
COc1ccc(NC(=O)c2ccc(NCCCN3CCOCC3)c([N+](=O)[O-])c2)cc1	0.4	59.6	8.3	0.8	7.0	?	3.4
CCCNC(=O)C[C@@H]1CC[C@@H]2[C@H](COc3ccc(NC(=O)c4cccc(C(F)(F)F)c4)cc3C(=O)N2C)O1	-14.0	0.2	8.9	2.6	-10.0	16.0	-3.6
COc1cccc(C(=O)Nc2ccc3c(c2)OC[C@@H](C)N(CC2CC2)C[C@H](C)[C@H](OC)CN(C)C3=O)c1	?	/	2.7	0.8	1.9	2.9	-0.9
CCC(C)C(=O)Nc1ccccc1N1CCN(c2ccc(F)cc2)CC1 (stereo not given)	16.1	3.1	24.1	3.4	3.1	2.8	-6.6
Cc1cccc(COC[C@H](Cc2ccccc2)N2CCN(C(=O)c3ccc(Cl)c(Cl)c3)CCC2=O)c1	21.5	4.5	16.7	-1.2	/	7.9	-6.3
C/C(CC(=O)Nc1ccc(F)cc1)=N\NC(=O)COc1ccccc1	13.2	8.8	/	/	0.9	/	/
FC(F)(F)c1ccccc1Cc1c(-c2ccco2)nc2c3ccccc3ccn12	32.2	23.8	5.3	0.9	/	0.0	-2.8
Cc1cc2cc(OCc3ccccc3)ccc2n1C	0.3	-208.5	-113.4	-0.3	0.4	-5.3	-2.4
CO[C@@H]1CN(C)C(=O)c2ccc(NC(=O)Nc3ccccc3F)cc2OC[C@@H](C)N(CCC(F)(F)F)C[C@H]1C	-1.3	42.8	10.2	0.1	/	-1.2	2.9
Cc1ccc(-c2c(C(=O)c3ccc(Br)cc3)[nH]c(N)c2C(=O)NCc2ccc(Cl)cc2)cc1	-16.0	-4.2	-1.5	-0.8	/	6.6	-0.7
NC(=O)c1cc(N)ccc1N1CCCC1	/	6.9	/	5.1	/	/	1.0
O=C(Nc1cccn(Cc2c(Cl)cccc2Cl)c1=O)c1ccccc1Cl	14.0	-6.7	/	2.6	/	/	-17.8
CCc1ccccc1N1C(=O)C(Cl)=C(N2CCOCC2)C1=O	3.4	-7.7	-39.7	-2.4	-7.9	-1.1	3.2
O=c1cc(NCc2ccccc2)[nH]c(=O)[nH]1	9.1	-13.1	-0.4	-0.8	-1.3	0.3	1.3
CC(=O)Nc1ccc(N/C(=N\S(=O)(=O)c2ccccc2)c2ccccc2)cc1	3.3	-3.7	-2.2	-1.5	3.8	7.8	1.7
CCN(CC)c1ccc(/C=N/N2C(=O)c3ccccc3C2=O)cc1	-56.1	-6.5	/	/	0.1	/	/
CCN1[C@@H]2Cn3c(ccc(-c4cccnc4)c3=O)[C@H]1[C@@H](C(=O)NC1CCCC1)[C@@H]2CO	3.2	/	-1.8	2.3	/	2.7	-1.5
Cc1cc(NC(=O)CSc2nc(N)c(NC(=O)c3ccc(F)c(F)c3)c(=O)[nH]2)no1	9.9	1.4	-2.3	-0.1	-0.7	-9.8	0.3
COc1ccc([N+](=O)[O-])cc1N(CC(=O)NCCCOC(C)C)S(C)(=O)=O	18.8	0.7	-1.6	-3.6	/	3.0	-6.6
BrC(=C\c1ccccc1)/C=N/n1cnnc1	85.7*	95.3*	67.5*	0.7	-2.7	-2.5	-2.7
COc1ccc(-n2c(SCC(=O)Nc3cc(C)on3)nc3c([nH]c4ccccc43)c2=O)cc1OC	-9.6	30.8	18.8	1.8	-7.0	8.1	-4.8
CN(C)c1ccc(/C=N/NC(=O)c2nonc2N)cc1[N+](=O)[O-]	/	8.3	-13.3	2.0	1.6	8.9	3.4
CC(C)(C)CN1CCN(CC#Cc2ccccc2)CC1CCO (stereo not given)	-28.0	-5.3	-8.8	0.8	4.6	12.7	-5.7
Cc1csc(NC(=O)CCNC(=O)c2ccccc2Cl)n1	-12.0	-9.7	9.9	0.1	6.0	/	-7.1
C[C@@H]1CN([C@H](C)CO)C(=O)c2cc(NC(=O)Nc3ccc4c(c3)OCO4)ccc2O[C@H]1CN(C)Cc1ccccc1	/	-22.5	-3.8	0.9	-0.6	-0.5	-0.2
COc1ccc(CN(C)C[C@@H]2Oc3ccc(NC(=O)Nc4c(C)noc4C)cc3CC(=O)N([C@H](C)CO)C[C@@H]2C)cc1	18.8	1.4	-13.7	-2.1	/	40.8*	0.1
CN1CC(=O)N(CC(=O)Nc2ccc3c(c2)CCC3)C1=O	2.8	-4.7	5.0	-1.4	8.5	-0.7	-1.2
CC(C)COc1ccc(C(=O)OCC(=O)NCCC2=CCCCC2)cc1	12.3	-5.1	0.7	1.5	-5.6	6.4	-5.2
Cc1cc(=O)nc2c3ccccc3n(CC(=O)NC(C)c3ccc4c(c3)OCCO4)n12 (stereo not given)	-0.4	18.9	/	6.4	-5.3	2.0	0.6
CCc1nnc(N/N=C/c2ccc(O)c(OC)c2)n1N	13.3	-9.3	-16.2	3.3	0.3	?	-3.0
Cc1ccc(S(=O)(=O)Nc2cccc3c2O[C@@H](CN(C)Cc2ccncc2)[C@H](C)CN([C@H](C)CO)C3=O)cc1	-20.9	-15.6	-3.9	-1.2	/	-8.9	/
CCOC(=O)C1(Cc2cccc(OC)c2)CCN(Cc2cccnc2)CC1	16.2	0.8	4.0	0.5	1.9	6.0	0.1
NNC(=S)NC1CCCCCCCCCCC1	1.0	7.2	19.3	-3.6	-5.9	3.3	-1.6
O=C([C@@H]1[C@@H](CO)[C@@H]2Cn3c(cccc3=O)[C@H]1N2CCC(F)(F)F)N1CCCCC1	-15.7	-8.4	0.1	-3.5	-5.3	?	-2.8
C[C@@H]1CCCCO[C@@H](CN(C)CC2CC2)[C@H](C)CN([C@H](C)CO)C(=O)c2cc(NC(=O)c3ccccc3)ccc2O1	-8.4	-1.2	/	-0.1	-0.1	7.1	2.5
O=C(N/N=C/c1cn(-c2cccs2)nc1-c1ccccc1)c1ccccc1Cl	/	-2.9	-17.1	1.0	0.2	1.3	-1.5
COc1ccc(C(=O)N/C(=C\c2ccc(Cl)cc2)C(=O)NCCN2CCOCC2)cc1	-8.9	16.4	-1.4	-1.0	/	17.5	-0.3
CN(C)c1cc[n+](CC(=O)Nc2ccc(Cl)c([N+](=O)[O-])c2)cc1	1.9	62.9*	18.4	-8.6	-4.3	-0.3	-8.1
Cc1cccc(NC(=O)CNC(=O)COc2ccc(-c3ccc(C#N)cc3)cc2)c1C	20.1	-5.2	/	/	26.7	/	/
COc1ccc(/C=C/C(=O)OCC(=O)NCc2ccccc2)cc1OC	-13.3	-6.6	8.3	9.8	2.4	11.3	1.6
C[C@H](O)C#Cc1ccc2c(c1)O[C@H](CN(C)C(=O)C1CCC1)[C@@H](C)CN([C@@H](C)CO)S2(=O)=O	9.0	/	-8.0	5.6	4.8	3.2	0.1
CCCCOc1ccc(Cc2c(Cl)nc(SC)nc2N2CCOCC2)cc1	-20.0	16.2	/	/	-0.5	/	/
COc1ccc(CN(C)C[C@H]2Oc3ccc(NC(=O)Nc4c(C)noc4C)cc3CC(=O)N([C@H](C)CO)C[C@@H]2C)cc1	-20.1	-16.6	/	-2.7	/	4.1	-0.3
Cc1cccc(-n2c(SCC(=O)NCC3CCCO3)nc3ccccc3c2=O)c1C (stereo not given)	-9.2	-2.2	-8.9	-93.2	2.8	-1.6	-4.0
COc1cc(C(=O)/C=C/c2cccnc2)c([N+](=O)[O-])cc1OC	63.7*	94.1*	37.8	-3.5	/	-2.1	/
CC1CN(C(=S)Nc2ccccc2)C(C)CN1C=O (stereo not given)	4.8	-6.3	2.6	0.2	4.4	2.1	2.0
O=C(C[C@H]1C[C@@H]2c3cc(NC(=O)NC4CCCC4)ccc3O[C@@H]2[C@@H](CO)O1)NC1CCCC1	-0.9	-7.0	1.6	4.8	-5.3	-4.2	-1.8
CCCOc1ccc2[nH]c(C(=O)N/N=C/c3cc(OC)c(OC)c(OC)c3)cc2c1	-4.3	91.4*	-6.8	-3.0	18.7	0.1	-3.5
CCCSc1nsc(NC(=O)CCC)n1	-17.3	-125.9	-102.0	1.1	-3.9	-1.0	-2.1
Cc1sc2nc(SCC(=O)Nc3ccccc3F)[nH]c(=O)c2c1C	7.0	4.6	-8.6	1.3	/	0.5	-6.8
O=[N+]([O-])c1nn(-c2cccc(Cl)c2)n(O)c1=NCc1cccnc1	-13.7	-60.7	-56.9	-0.2	13.1	-4.2	-3.9
Cc1cccc(N2CCN(S(=O)(=O)c3c(C(=O)N4CCCCC4)c(C)n(C)c3C)CC2)c1C	5.0	7.3	13.1	3.7	9.8	3.1	2.1
Cc1ccc(NC(=O)N(CCCN2CCOCC2)Cc2cccs2)cc1C	-5.7	12.1	-4.9	-2.0	-2.7	1.2	0.5
C/C=C/c1ccc([C@H]2[C@@H](CNC(=O)CC3CC3)N(C(C)=O)[C@H]2CO)cc1	-8.8	0.6	5.7	/	-7.2	9.6	/
Cc1cc(C(=O)Nc2cccc3c2O[C@H](CN(C)Cc2ccc(-c4ccccc4)cc2)[C@@H](C)CN([C@H](C)CO)C3=O)n(C)n1	-7.3	40.0	-4.1	1.5	-6.3	-6.1	4.8

3 of the compounds above, with bars between the fields.
Compound | LGR2 antag | PAX8 reporter | EWS-Fli block | CASP6 VEID inh | ARNT-TACC3 inh | DENV2 CPE rescue | SIRT5 block
Cc1cccc(NC(=O)CNC(=O)COc2ccc(-c3ccc(C#N)cc3)cc2)c1C | 20.1 | -5.2 | / | / | 26.7 | / | /
COc1ccc(/C=C/C(=O)OCC(=O)NCc2ccccc2)cc1OC | -13.3 | -6.6 | 8.3 | 9.8 | 2.4 | 11.3 | 1.6
C[C@H](O)C#Cc1ccc2c(c1)O[C@H](CN(C)C(=O)C1CCC1)[C@@H](C)CN([C@@H](C)CO)S2(=O)=O | 9.0 | / | -8.0 | 5.6 | 4.8 | 3.2 | 0.1

Going on with the list.
SMILES	LGR2 antag	PAX8 reporter	EWS-Fli block	CASP6 VEID inh	ARNT-TACC3 inh	DENV2 CPE rescue	SIRT5 block
Cc1csc(SCC(=O)NC(=O)NC(C)(C)C)n1	/	2.4	3.3	-1.5	-4.7	19.7	0.7
O=C1OC(COc2ccc(Br)cc2)CN1c1ccccc1 (stereo not given)	0.6	-3.4	-0.7	-1.3	-2.1	3.3	-0.5
CC(C)=CC[N+]1(C)CCCCC1	0.1	8.9	3.2	-9.9	-2.4	-1.9	-4.9
Cc1nnc(SCC(=O)N2CCN(c3cccc(Cl)c3)CC2)n1C1CC1	14.5	14.6	-1.8	-3.6	-3.3	5.8	-3.2
Cc1cc(S(=O)(=O)Nc2noc3ccccc23)ccc1F	7.7	1.0	2.4	2.1	-6.9	-0.4	-23.5
NNc1nc2c(Cl)cccc2s1	-34.5	39.6	-1.5	-0.1	-1.1	3.0	/
CCCN(C(=O)c1ccc([N+](=O)[O-])c(C)c1)c1c(N)n(Cc2ccccc2)c(=O)[nH]c1=O	5.3	4.6	5.5	5.4	-16.6	-1.8	-0.6
CC(C)C#Cc1ccc([C@H]2[C@@H](CO)N3C(=O)CN(C(=O)c4ccc5c(c4)OCO5)C[C@@H]23)cc1	-34.9	/	-2.1	1.6	/	-1.9	6.3
NC(=O)C1CCN(c2nc3ccccc3nc2NS(=O)(=O)c2ccc(Br)cc2)CC1	-15.2	17.3	-3.5	1.6	10.5	9.5	0.9
CN1CCN(C(=O)CCN2C(=O)/C(=C\c3ccc(F)cc3)SC2=S)CC1	9.4	-1.6	6.2	-2.5	1.4	-2.8	/
